EP2 antag: EP2 receptor (human) inhibition. P43116. C6 glioma cells expressing human EP2, cAMP TR-FRET; cells stimulated with saturating PGE2. inhibition, % at 25 µM. 260,000 tested, 0.52% active. AID 1422;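 active means percent inhibition above 40 after rounding to a whole number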;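 further: rat C6 glioma host cells with rolipram phosphodiesterase inhibitor present; the protocol text gives 20 µM as final concentration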
Target sequence (P43116 whole entry, looked up): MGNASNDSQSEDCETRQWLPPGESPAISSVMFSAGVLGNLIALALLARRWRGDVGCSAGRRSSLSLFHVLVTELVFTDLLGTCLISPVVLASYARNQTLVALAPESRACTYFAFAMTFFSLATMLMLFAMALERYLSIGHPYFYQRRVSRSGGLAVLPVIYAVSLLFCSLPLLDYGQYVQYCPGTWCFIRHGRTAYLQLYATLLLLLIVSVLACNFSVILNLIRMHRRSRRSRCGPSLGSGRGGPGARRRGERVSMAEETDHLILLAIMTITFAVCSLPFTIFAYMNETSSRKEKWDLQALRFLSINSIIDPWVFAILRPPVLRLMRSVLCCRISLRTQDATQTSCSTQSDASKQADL
Wee1 stabilizer: human Wee1 degradation inhibition, primary screen. P30291. HeLa Luc-Wee1K328M stability, luciferase luminescence; 100% = proteasome inhibitor MG132 effect. reporter increase, % at 5 µM. 220,000 tested, 1.2% active;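 active means activation above the mean of all tested compounds plus 3 SD, set per screening run, cut at about 8.8% in these data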;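 further: cells exposed to compound for 20 h before luminescence read; 0% = DMSO alone and 100% = MG132 at 30 µM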
Target sequence (P30291 whole entry K328M): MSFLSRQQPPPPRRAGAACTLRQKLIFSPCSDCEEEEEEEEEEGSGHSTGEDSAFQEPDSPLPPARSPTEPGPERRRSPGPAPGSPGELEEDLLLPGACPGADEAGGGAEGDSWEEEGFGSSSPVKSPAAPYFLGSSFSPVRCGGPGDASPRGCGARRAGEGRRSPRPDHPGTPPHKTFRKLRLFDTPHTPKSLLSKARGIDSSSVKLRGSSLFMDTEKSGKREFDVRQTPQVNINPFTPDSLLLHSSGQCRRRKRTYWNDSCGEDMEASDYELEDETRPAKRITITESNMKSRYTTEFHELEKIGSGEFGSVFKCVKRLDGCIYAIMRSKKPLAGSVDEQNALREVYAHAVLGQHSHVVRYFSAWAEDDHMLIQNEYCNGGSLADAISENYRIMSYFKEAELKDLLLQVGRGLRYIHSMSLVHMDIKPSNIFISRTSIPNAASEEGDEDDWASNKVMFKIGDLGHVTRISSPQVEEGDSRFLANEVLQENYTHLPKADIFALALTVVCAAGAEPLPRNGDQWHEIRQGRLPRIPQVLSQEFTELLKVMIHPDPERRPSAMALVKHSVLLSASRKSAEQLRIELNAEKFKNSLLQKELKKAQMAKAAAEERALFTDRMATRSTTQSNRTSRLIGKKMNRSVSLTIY
PPC-1+TRAIL kill: compounds killing PPC-1 cancer cells with TRAIL present (potentiator screen, no TRAIL-free arm). PPC-1 cells + TRAIL, ATPLite viability luminescence. AID 1443. cell killing (% activity), % at 4 µM. 220,000 tested, 0.41% active;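 active means cell killing above 50% in the first pass at 4 µM, then a duplicate retest at 5 µM averaging 50% or more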;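 further: plate controls were cells with TRAIL plus DMSO for no effect and medium-only wells lacking cells for full effect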
CHOP inhibitor: blocks CHOP induction under ER stress. CHO-K1 CHOP-promoter luciferase, tunicamycin-induced, 15-18 h. inhibition, % at 10 µM. 220,000 tested, 3.8% active;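 active means compounds that reduced the stress-induced luciferase reporter signal by more than about 70% of percent inhibition, limit read from the data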;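 further: 0% = tunicamycin plus vehicle and 100% = wells without tunicamycin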
TNF death inh: inhibitors of TNF-alpha induced necroptosis in Jurkat FADD-/- cells | Jurkat FADD-/- TNF necroptosis rescue, ATP luminescence, 24 h; 0 = TNF only, 100 = no-TNF cells | activation (protection from cell death), % at 10 µM | 220,000 tested, 0.068% active | AID 463075;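 active means activation, meaning protection from cell death, of at least 50% relative to plate controls; inactive means activation below 50%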;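 further: necroptosis triggered by 40 ng/mL TNF-alpha added together with compound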
FXIIa inh 1536: blocks human coagulation factor XIIa protease activity; inhibition, % at 5 µM; 220,000 tested, 0.3% active; P00748; purified FXIIa, Boc-QGR-AMC fluorogenic substrate, 2 h; in the data active means inhibition above about 40%;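 further: 0% = enzyme with no compound and 100% = blank without enzyme; many of its hits are not listed in these tables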
TbHK1 inh: blocks Trypanosoma brucei hexokinase 1 activity | 220,000 tested, 0.11% active | inhibition, % at 10 µM | recombinant TbHK1, G6PDH-coupled NADH A340 | AID 1430;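 active means inhibition of 50% or more in the single-dose primary screen; inactive means inhibition below 50%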
zVAD death inh: blocks zVAD induced death of L929 cells. viability rescue, % at 10 µM. AID 1377. L929 zVAD necroptosis rescue, ATP luminescence, 24 h; with zVAD 60 µM. 220,000 tested, 0.38% active;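 active means activation, scaled between plate controls, above about 75%, limit read from the data; inactive means activation under that limit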;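 further: 0% = zVAD with DMSO and 100% = DMSO alone without zVAD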
FXIa inh: inhibitors of human coagulation factor XIa | P03951 | purified FXIa, Boc-Glu-Ala-Arg-AMC fluorogenic substrate | inhibition, % at 5 µM | 220,000 tested, 0.14% active | AID 798;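 active means inhibition of at least 40%; inactive means inhibition below 40%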;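 further: fluorescence of freed AMC excited at 355 nm; 0% = enzyme without compound and 100% = no enzyme blank; many of its hits are not listed in these tables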
Starred values were filed as active, the others as inactive; nt = no result given; & = joins results of further samples; [ ] = dose if it differs, or a comment. Only part of the results is shown, so the mix of outcomes need not match the whole.

#1 Cc1cc(C)c(S(=O)(=O)N(C)Cc2cnn(C)c2)c(C)c1
#2 CNC(=O)NC(=O)C(C)Oc1ccccc1F (stereo not given)
#3 CCC1C(C#N)=C(SCC(N)=O)NC2=C1C(=O)CC(C)(C)C2 (stereo not given)
#4 CCc1ccc2[nH]c(=O)c(C(c3nnnn3CC3CCCO3)N3CCCc4ccccc43)cc2c1 (stereo not given)
#5 O=C(NC1CCCc2ccccc21)c1ccccc1 (stereo not given)
#6 Cc1ccc(S(=O)(=O)N2CCN(C3CCN(Cc4ccccc4)CC3)CC2)cc1
#7 COc1ccccc1NC(=O)NS(=O)(=O)c1ccc(C)cc1
#8 COc1cccc(-n2c(N)c(C(=O)Nc3c(C)n(C)n(-c4ccccc4)c3=O)c3nc4ccccc4nc32)c1

compound no.	1	2	3	4	5	6	7	8
EP2 antag	4	3	3	3&10	13	2	5	11
Wee1 stabilizer	-2	3	-3	0	3	-2	2	2
PPC-1+TRAIL kill	18	22	2	17	12	14	-6	6
CHOP inhibitor	28	36	5	84*	-17	-24	-12	46
TNF death inh	-2.4	1.8	2.9	-2.5	-0.3	-3.8	1.5	-13
FXIIa inh 1536	19	2	10	19	7	10	14	2
TbHK1 inh	5	-2	-7	-9	-1	0	-9	-33
zVAD death inh	0.4	2.2	-0.2	2.0	0.0	0.3	1.0	0.6
FXIa inh	5	5	2	11	5	2	-9	1

Overlap with the part before: two compounds, followed by the next part.
#7 COc1ccccc1NC(=O)NS(=O)(=O)c1ccc(C)cc1
#8 COc1cccc(-n2c(N)c(C(=O)Nc3c(C)n(C)n(-c4ccccc4)c3=O)c3nc4ccccc4nc32)c1
#9 CCOc1cc(S(=O)(=O)Nc2ccc(Cl)cn2)ccc1Cl
#10 COc1ccc(CNCC(O)(c2ccc(Cl)cc2)c2ccc(Cl)cc2)cc1
#11 COc1ccc2c(CC(=O)NCC3CCC(C(=O)O)CC3)cc(=O)oc2c1 (stereo not given)
#12 C=CCNc1nc(NCCN2CCOCC2)nc(OC)n1
#13 Cc1ccc(S(=O)(=O)NCc2ccc(C(=O)NCCCN3CCC(Cc4ccccc4)CC3)cc2)cc1
#14 Cc1ccc(NC(=O)c2cc(-n3cnnc3)ccc2Cl)c(C)c1
#15 O=C(Nc1ccccc1Cl)c1c(F)c(F)c(F)c(F)c1F
#16 Cc1oc(-c2ccccc2F)nc1CS(=O)(=O)CC(=O)N1CCc2ccccc21

compound no.	7	8	9	10	11	12	13	14	15	16
EP2 antag	5	11	26	10	nt	16	10	4	20	13
Wee1 stabilizer	2	2	-3	-1	-3	-2	0	5	-2	-3
PPC-1+TRAIL kill	-6	6	1	-22	11	6	30	43	nt	12
CHOP inhibitor	-12	46	20	40	28	3	23	12	nt	7
TNF death inh	1.5	-13	-1.0	5.5	0.5	1.1	1.0	2.6	-1.6	0.7
FXIIa inh 1536	14	2	12	27	-4	16	-3	9	nt	12
TbHK1 inh	-9	-33	2	4	-29	37	0	10	-2	4
zVAD death inh	1.0	0.6	0.3	0.3	0.7	0.1	-0.4	1.8	-0.1	-1.2
FXIa inh	-9	1	-1	5	-11	8	-7	8	nt	8

Arranged by heavy-atom count (falling): three of the compounds above
#11 COc1ccc2c(CC(=O)NCC3CCC(C(=O)O)CC3)cc(=O)oc2c1 (stereo not given)
#14 Cc1ccc(NC(=O)c2cc(-n3cnnc3)ccc2Cl)c(C)c1
#12 C=CCNc1nc(NCCN2CCOCC2)nc(OC)n1

compound no.	11	14	12
EP2 antag	nt	4	16
Wee1 stabilizer	-3	5	-2
PPC-1+TRAIL kill	11	43	6
CHOP inhibitor	28	12	3
TNF death inh	0.5	2.6	1.1
FXIIa inh 1536	-4	9	16
TbHK1 inh	-29	10	37
zVAD death inh	0.7	1.8	0.1
FXIa inh	-11	8	8

(next part)
#17 COc1ccc(C(C)NC(=O)c2ccccc2)cc1 (stereo not given)
#18 Clc1ccc(CNCc2cccs2)cc1Cl
#19 Clc1cc(Cl)cc(C2=NCCC(c3ccccc3)O2)c1 (stereo not given)
#20 CC(C)(C)SCCNC(=O)c1ccc(NS(C)(=O)=O)cc1
#21 N=C1/C(=C\c2ccc(SCc3ccccc3)o2)C(=O)N=C2SC(CC(=O)N3CCOCC3)=NN12
#22 COc1ccc(/C(O)=C/c2nc3ccc(C(=O)NCCc4cccc(C)c4)cc3[nH]c2=O)cc1OC
#23 N#Cc1ccc(-c2csc(NC(=O)C3CC3)n2)cc1
#24 Cc1cc(C)c2[nH]c(O)c(N=NC(=O)c3cc4c(s3)CCCC4)c2c1

compound no.	17	18	19	20	21	22	23	24
EP2 antag	7	14	nt	6	2	9	13	8
Wee1 stabilizer	4	0	-3	0	0	-3	-3	0
PPC-1+TRAIL kill	15	10	25	-5	14	16	9	30
CHOP inhibitor	43	2	-2	0	-17	73*	1	10
TNF death inh	2.7	0.8	1.6	0.3	2.3	-2.0	-1.1	2.4
FXIIa inh 1536	-2	13	-1	-8	4	-6	7	11
TbHK1 inh	-7	-1	-4	0	-9	-28	-4	-18
zVAD death inh	-0.3	0.0	1.2	-0.1	0.0	11	1.7	3.7
FXIa inh	-3	6	-5	3	0	-2	-4	-1

#25 CCOC(=O)N1CCN(C(=O)CCSc2ccccc2)CC1
#26 O=c1[nH]nc(N2CCOCC2)c(=O)[nH]1
#27 O=C(Nc1ccc(OC(F)(F)F)cc1)c1ccc(S(=O)(=O)N2CCOCC2)o1
#28 C=CCCCOc1ccc(C(=O)O)cc1
#29 CCNC(=O)C12CCC(C)(C(=O)O1)C2(C)C (stereo not given)
#30 CCC(=O)NC(=S)Nc1cccc(C(C)=O)c1
#31 Cc1ccc(C(=O)NC(=S)N2CCN(c3ccccc3F)CC2)cc1
#32 O=C(CSc1nnc2ccccn12)N1CCc2ccccc21

compound no.	25	26	27	28	29	30	31	32
EP2 antag	4	17	24	11	6	7	13	3
Wee1 stabilizer	2	-2	2	-3	-2	-1	6	3
PPC-1+TRAIL kill	-11	9	1	25	23	15	23	14
CHOP inhibitor	-29	8	12	19	7	6	33	-22
TNF death inh	-0.9	1.4	-1.7	-0.2	-0.4	-2.5	-1.6	0.9
FXIIa inh 1536	10	4	11	2	6	17	13	6
TbHK1 inh	0	-10	4	4	-1	4	-1	4
zVAD death inh	-0.5	-0.5	0.3	0.5	0.6	-0.1	-0.6	1.1
FXIa inh	1	-2	1	-3	-6	-1	8	0

#33 C=CCOn1c(=O)c(-c2cc3ccccc3o2)[n+]([O-])c2ccccc21
#34 O=C(COC(=O)Cc1cccc(C(F)(F)F)c1)Nc1ccccc1
#35 Cc1cc(C)c(OCCCCN2CCC(C)CC2)c(Br)c1
#36 CCc1ccccc1NC(=S)N(CCN(C)C)Cc1cccs1
#37 Cc1nn(-c2cccc(Cl)c2)c2nc(C(F)(F)F)[nH]c(=O)c12
#38 Cc1ccc(S(=O)(=O)CCCS(=O)(=O)c2ccc(C)cc2)cc1
#39 Cc1ccc(-c2cc3c(N=O)c4ccccc4c-3n[nH]2)cc1
#40 O=C(CN(c1cccc(C(F)(F)F)c1)S(=O)(=O)c1ccc(Cl)c([N+](=O)[O-])c1)NCc1ccccc1

compound no.	33	34	35	36	37	38	39	40
EP2 antag	9	4	5	5	11	4	1	10
Wee1 stabilizer	6	-2	0	3	0	0	-3	3
PPC-1+TRAIL kill	-8	17	10	-2	33	5	95*[5 µM]	47
CHOP inhibitor	-40	21	1	5	-1	38	65	-67
TNF death inh	-3.0	0.4	1.4	1.4	0.8	-3.6	-12	-0.6
FXIIa inh 1536	18	15	10	2	18	1	0	13
TbHK1 inh	2	6	3	4	-1	-7	-11	34
zVAD death inh	0.0	1.0	0.8	-0.2	1.9	0.2	-1.5	0.3
FXIa inh	13	4	0	-7	12	-10	-5	7

#41 CCOC(=O)CC(NC(=O)C(CC)c1ccccc1)c1ccccc1Cl (stereo not given)
#42 N#Cc1cc([N+](=O)[O-])cnc1Nc1ccccc1
#43 COc1cc(C2c3c(-c4cc(Cl)c(C)cc4O)n[nH]c3C(=O)N2Cc2cccnc2)ccc1O (stereo not given)
#44 O=[N+]([O-])c1cccc(N/N=C/c2cccc3ccccc23)c1
#45 CC(C)(C)C1(C)OC(C(=O)NC2CCCCC2)C(C(=O)NC2CCCCC2)O1 (stereo not given)
#46 Cc1cc(-c2ccccc2)c2c3c(cn2n1)c(=O)n(C)c(=O)n3C
#47 O=C(Cc1ccccc1)Nc1ccc(N2CCN(Cc3ccccc3F)CC2)cc1
#48 S=C(NCCc1ccccc1)Nc1ccc(Br)cc1

compound no.	41	42	43	44	45	46	47	48
EP2 antag	6	8	15	7	4	8	8	5
Wee1 stabilizer	0	1	-1	-1	4	-2	1	0
PPC-1+TRAIL kill	14	16	-12	-4	16	12	2	13
CHOP inhibitor	25	14	18	50	43	17	70	19
TNF death inh	0.6	0.1	-6.1	1.1	-4.0	-2.1	2.4	-2.1
FXIIa inh 1536	9	3	18	13	-4	8	1	12
TbHK1 inh	19	-14	-2	-5	8	-1	-8	2
zVAD death inh	0.1	0.4	0.0	0.2	-0.2	0.2	0.0	2.7
FXIa inh	8	-3	7	6	5	1	3	6

#49 O=Cc1cn[nH]c1-c1cccc([N+](=O)[O-])c1
#50 Cc1ccc(S(=O)(=O)c2ccc(Cl)cc2)cc1S(=O)(=O)N1CCOCC1
#51 Cc1ccc2nsnc2c1NC(=O)c1ccc(-c2cc(Cl)ccc2Cl)o1
#52 Cc1nn(C/C(C#N)=N\O)c(C)[n+]1N
#53 CC(C)=C(NC(=O)c1ccccc1Br)C(=O)NCCc1nc2ccccc2[nH]1
#54 O=C(COC(=O)c1ccc(-c2cnc3ccccc3n2)cc1)c1ccccc1
#55 CC1CCCC(C)N1C(=O)c1cc(-c2ccc(Cl)c(Cl)c2)on1 (stereo not given)

compound no.	49	50	51	52	53	54	55
EP2 antag	5	2	10	8	7	12	7
Wee1 stabilizer	-2	1	2	-1	-3	-1	1
PPC-1+TRAIL kill	-1	-3	7	36	12	13	20
CHOP inhibitor	-1	3	101*	-20	2	-1	39
TNF death inh	2.1	1.7	-0.8	0.2	7.6	-0.8	1.3
FXIIa inh 1536	6	15	18	9	2	2	12
TbHK1 inh	-5	1	-13	3	-6	-11	6
zVAD death inh	2.7	-2.7	0.0	-0.5	0.3	8.2	2.9
FXIa inh	-3	5	-1	3	-1	14	1

Screening data: PubChem, several laboratories
